RORg inh: blocks mouse ROR gamma transcriptional activity | Potency, µM (top dose mostly 53.6 µM), inactives show at the highest dose activity change, negative = inhibition, actives largely listed as inhibitors | 310,000 tested, 5.4% active | P51450 | Drosophila S2 Gal4-RORgamma UAS-luciferase reporter, 20 h; further: potency means the concentration at half of the fitted maximal effect; on the % scale 0 is the no-effect control and ±100 the full control effect; nearly all actives have a fitted effect of over 60% in size
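Using a luciferase readout, inhibitors were identified by reduced reporter activity in Drosophila cells coexpressing a copper-inducible Gal4–ROR gamma fusion and UAS-driven Photinus luciferase, incubated 20 hr after 700 uM copper sulfate.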
FLuc counter: firefly luciferase modulation, counter-screen for miR-21 project. P08659. purified FLuc, Km substrates, luminescence inhibition. Potency, µM (series often up to 57.5 µM), for inactives: at the highest dose activity change, negative = inhibition, most hits filed as inhibitors. 360,000 tested, 6.9% active. AID 588342;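 further: potency means the concentration at half of the fitted maximal effect; plate controls were vehicle for no effect and reference inhibitor for full effect; nearly all actives have a fitted effect of over 55% in size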
Target sequence (P08659 whole entry, looked up): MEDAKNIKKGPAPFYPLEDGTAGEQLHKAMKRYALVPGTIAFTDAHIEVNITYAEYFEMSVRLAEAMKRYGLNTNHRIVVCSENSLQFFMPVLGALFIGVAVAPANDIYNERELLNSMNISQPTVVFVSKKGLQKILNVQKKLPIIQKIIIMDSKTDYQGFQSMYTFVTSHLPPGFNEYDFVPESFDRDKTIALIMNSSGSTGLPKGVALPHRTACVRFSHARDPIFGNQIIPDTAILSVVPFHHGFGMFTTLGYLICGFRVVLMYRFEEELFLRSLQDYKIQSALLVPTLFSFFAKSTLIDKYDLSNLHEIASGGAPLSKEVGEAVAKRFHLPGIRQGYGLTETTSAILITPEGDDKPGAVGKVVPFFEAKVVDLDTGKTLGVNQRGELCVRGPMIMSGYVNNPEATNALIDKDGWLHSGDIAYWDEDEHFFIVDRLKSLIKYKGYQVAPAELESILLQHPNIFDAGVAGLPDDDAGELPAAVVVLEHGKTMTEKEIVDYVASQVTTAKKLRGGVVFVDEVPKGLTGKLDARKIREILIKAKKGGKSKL
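Biochemical qHTS of compounds, final roughly 60 µM downward over six points, against 10 nM purified firefly luciferase using Km concentrations of substrates (10 uM D-luciferin, 10 uM ATP) in Tris acetate pH 7.5 buffer; luminescence output.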
NPC1 prom act: NPC1 promoter activation | Huh7 NPC1 promoter luciferase reporter, 24 h | Potency, µM (titrated, usually from 9.22 µM), for inactives: top-dose activation, usual class: activators | 320,000 tested, 2.4% active | AID 485313;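 further: potency means the concentration at half of the fitted maximal effect; % of control where 0% means no effect; nearly all actives have a fitted effect of over 60% in size; reporter is driven by a mutant NPC1 promoter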
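Stably transfected Huh7 (NPC1 promoter→luciferase), 1500 cells/well in Opti-MEM + 10% FBS, 2 h settle, then compound 24 h at 37 °C. Luminescence after 10 min with Amplite reagent.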
KCNH2 3.1 inh: KCNH2 3.1 (human) potassium channel inhibition; activity change, % (tested at about 1.8 µM); 340,000 tested, 0.95% active; U2OS KCNH2 3.1, thallium flux FluxOr; hits give low values;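 active means maximum activity change below -70%; inconclusive means maximum activity change from -70% to -50%; inactive means maximum activity change above -50%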;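 further: thallium influx rate constant from kinetic fluorescence after stimulation buffer; on the % scale 0 is the no-effect control and ±100 the full control effect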
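U2OS cells transduced with KCNH2 3.1 mutant virus (1.77 x 10^8 /mL, 4 h), plated overnight at 37 C, loaded 45 min with FluxOr dye plus Red40 quencher. Thallium flux rate constant from kinetic reads after stimulation buffer, normalised to controls.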
Giardia killer: kills Giardia lamblia; Giardia lamblia trophozoite viability; activity change, % at 7.66 µM, hits read low; 340,000 tested, 0.15% active; AID 540267; in the data active means activity change below about -80%; inconclusive means between about -30% and that limit;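 further: parasites exposed to compound for two days anaerobically before the ATP read; on the % scale 0 is the no-effect control and ±100 the full control effect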
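Giardia lamblia trophozoites (100 cells/well) were incubated with compounds for 48 h at 37 deg C under anaerobic conditions. Viability was read as ATP content by one-step luminescence after 15-30 min at room temperature.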
FBPA coupling cs: counter-screen for Giardia aldolase inhibitors: coupling enzyme system; AID 2472; activity change, negative = inhibition, % at 58.2 µM, hits read low; coupling enzyme system counterscreen, AmpLite Red fluorescence; 290,000 tested, 0.67% active; in the data active means activity change below about -30%; further: on the % scale 0 is the no-effect control and ±100 the full control effect
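First, compound is pin-transferred into glyceraldehyde-3-phosphate coupling-enzyme reagent at 57.5 uM final and held 10 min at RT. Next, substrate, coupling system and AmpLite Red are added. After 20 min RT, fluorescence (525/598 nm) is read.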
Rab9 prom act: activates the Rab9 promoter. Potency, µM (top dose mostly 9.22 µM), inactives show at the top dose activation, negative = inhibition, actives largely listed as activators. Huh7 Rab9 promoter-luciferase reporter, luminescence, 24 h. 320,000 tested, 2.8% active. AID 485297; further: potency means the concentration at half of the fitted maximal effect; % of control where 0% means no effect; nearly all actives have a fitted effect of over 60% in size
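Luciferase signal after 10 min detection reagent at ambient indicates Rab9 promoter upregulation; stably transfected Huh7 cells were treated 24 h with compound in DMSO at 37 °C, 5% CO2.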
uPA surface inh: cell surface uPA generation inhibition; cell surface uPA generation assay, qHTS; Potency, µM (top dose mostly 38.3 µM), for the others: at the highest dose activity change, negative = inhibition, most hits filed as inhibitors; 330,000 tested, 0.31% active; AID 540303; active means well fitted inhibition curve with a large enough effect; inconclusive means small, poorly fitted or top-dose-only effect; inactive means no such curve, though single readings can be large or run the other way; tested in mouse RAW 264.7 cells; further: potency means the concentration at half of the fitted maximal effect; on the % scale 0 is the no-effect control and ±100 the full control effect; nearly all actives have a fitted effect of over 55% in size
Tb PFK inh: T. brucei PFK enzyme inhibition; T. brucei PFK, ADP-Glo luminescence; Potency, µM (series often up to 57.5 µM), inactives show top-dose activity, negative = inhibition, actives largely listed as inhibitors; 330,000 tested, 0.17% active;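 further: potency means the concentration at half of the fitted maximal effect; 0% = uninhibited 1x PFK enzyme wells and -100% = no-enzyme wells; nearly all actives have a fitted effect of over 60% in size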
Target sequence (O15648 whole entry, looked up): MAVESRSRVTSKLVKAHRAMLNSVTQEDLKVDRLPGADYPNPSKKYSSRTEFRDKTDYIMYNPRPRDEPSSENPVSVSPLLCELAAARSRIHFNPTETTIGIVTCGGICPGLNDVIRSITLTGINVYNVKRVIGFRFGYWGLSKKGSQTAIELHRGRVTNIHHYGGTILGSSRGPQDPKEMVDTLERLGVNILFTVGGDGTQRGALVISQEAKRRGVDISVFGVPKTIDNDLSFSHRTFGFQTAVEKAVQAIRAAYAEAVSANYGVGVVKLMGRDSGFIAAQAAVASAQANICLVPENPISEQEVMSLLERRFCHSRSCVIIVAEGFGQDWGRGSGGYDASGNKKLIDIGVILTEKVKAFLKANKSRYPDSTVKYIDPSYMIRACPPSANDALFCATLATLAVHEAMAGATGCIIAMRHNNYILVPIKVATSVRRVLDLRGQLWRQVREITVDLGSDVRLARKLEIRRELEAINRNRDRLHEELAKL
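Activity is normalized to no-enzyme wells (full inhibition) and 1.25 nM enzyme wells (no inhibition). Reaction: 0.5 mM F6P, 0.1 mM ATP, 45 min RT, ADP-Glo luminescence; concentration-response curves fitted and classed by quality.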
ELG1 genotox: inducers of genotoxicity in HEK293T ELG1-luciferase cells | HEK293T ELG1-luciferase reporter, luminescence, 16 h | Potency, µM (top dose mostly 46 µM), inactives show at the top dose activity change, positive = activation, hits mostly activators | 330,000 tested, 1.3% active | AID 504466; further: potency means the concentration at half of the fitted maximal effect; % of control where 0% means no effect; nearly all actives have a fitted effect of over 60% in size
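ELG1-luciferase HEK293T cells, 2,000/well; compound pinned in; 16 hr, 37 °C, 5% CO2; ONE-Glo, 30 min RT; luminescence on CCD imager.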
Gal4-VP16 FLuc: inhibits Gal4-VP16 luciferase reporter, ROR gamma counter-screen; Drosophila S2 Gal4-VP16 UAS-luciferase, luminescence, 20 h; Potency, µM (titrated, usually from 53.6 µM), for the others: at the highest dose activity, negative = inhibition, hits mostly inhibitors; 310,000 tested, 3.5% active; AID 2546;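 further: Gal4-VP16 expression switched on by copper sulfate through the metallothionein promoter; potency means the concentration at half of the fitted maximal effect; on the % scale 0 is the no-effect control and ±100 the full control effect; nearly all actives have a fitted effect of over 50% in size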
The depositor's hits bear a star; u = inconclusive; x = no result given; & = joins results of further samples. Unless noted, the call rests on the fitted dose curve; in most records, active means well fitted curve in the direction sought with a large enough effect; inconclusive means small, poorly fitted or top-dose-only effect, or another doubt; inactive means no such curve, though single readings can be large; an effect the other way counts as inactive or inconclusive.

SMILES	RORg inh	FLuc counter	NPC1 prom act	KCNH2 3.1 inh	Giardia killer	FBPA coupling cs	Rab9 prom act	uPA surface inh	Tb PFK inh	ELG1 genotox	Gal4-VP16 FLuc
CCOC(=O)C1CCCN(CC(=O)Nc2c(C(=O)OC)[nH]c3ccc(Cl)cc23)C1 (stereo not given)	u	3%	-1%	-29	-7	-3	-2%	-2%	1%	-18%	-7%
Cc1ccc(CCC(=O)Nc2ncc(Cc3cc(Cl)ccc3Cl)s2)o1	u	4%	-11%	-7	-12	1	-22%	-18%	-2%	19%	u
CCOC(=O)C1CN(S(=O)(=O)c2ccc(OC)cc2)c2ccccc2O1 (stereo not given)	6%	-1%	6%	-3	-6	0	-5%	-7%	-1%	0%	-11%
CC1CN(Cc2ccc(Cl)cc2Cl)CC(C)O1 (stereo not given)	16%	u	-2%	-2	7	1	0%	8%	-13%	15%	-2%
O=C(Nc1cc2c(cc1Br)OCCCO2)c1cccnc1	-14%	u	20%	-3	7	-1	8%	1%	1%	u	-12%
O=C1c2[nH]nc(-c3ccccc3O)c2C(c2ccc(F)cc2)N1Cc1ccco1 (stereo not given)	34%	-3%	8%	-10	-16	-19	-2%	x	14%	-9%	-5%
O=C(Nc1nc2c(s1)CCCC2)c1ccc(S(=O)(=O)N2CCCc3ccccc32)cc1	11µM*	2%	-15%	-6	-6	-2	-21%	12%	-2%	11%	u
Cc1nc(SCCO)c2oc3ccccc3c2n1	3%	-15%	2%	-49	-2	9	8%	-23%	3%	11%	-7%
O=C(O)CCCC(=O)N1CCc2cc(S(=O)(=O)NCc3ccccc3)ccc21	u	-2%&-1%	1%	-1	0	7	13%	2%	14%	1%	3%
CC(OC(=O)c1cc2sccc2n1C)C(=O)NCC1CCCO1 (stereo not given)	u	-10%	6%	0	9	3	-1%	9%	-3%	1%	6%
Cc1ccc(CSc2ncnc3c2cnn3Cc2ccccc2)cc1C	-22%	3%	-1%	-8	22	2	-1%	4%	1%	4%	18%
Cc1cccc(NS(=O)(=O)c2ccc3c(c2)oc(=O)n3C)c1C	u	5%	-4%	-6	4	0	-5%	3%	4%	6%	12%
COc1ccc(C2CC(c3ccncc3)=NN2c2ccc(S(N)(=O)=O)cc2)cc1 (stereo not given)	x	x	x	0	-6	x	x	-12%	2%	21µM*	x
CC1=CC(C/C(C)=C/COc2ccc3ccc(=O)oc3c2)OC1=O (stereo not given)	2%	-20%	10%	-36	14	-1	4%	-5%	4%	0%	-6%
CCN1CCN(C(=O)CN(C)S(=O)(=O)c2ccc(OC)c(C)c2)CC1	-20%	5%	0%	3	0	3	2%	x	3%	1%	3%
C=CCOC(=O)C1=C[C@@H](c2coc3ccccc3c2=O)[C@H](CCCO)[C@@H](OCC)O1	21%	3%	0%	10	-9	3	-4%	-20%	-6%	-1%	-12%
COc1ccc(-c2nnc(NC(=O)Cc3ccccc3)s2)c(OC)c1	18%	-4%	-3%	2	11	2	1%	24%	3%	13%	-5%
Cc1ccc(NC(=O)c2cccc(S(=O)(=O)N3CCN(c4ccccc4)CC3)c2)nc1	x	2%	-6%	-20	12	x	-16%	-8%	-8%	15µM*	x
CC(C)CNS(=O)(=O)c1ccc(CCC(=O)N2CCN(Cc3ccccc3)CC2)cc1	12%	3%	-5%	-19	1	8	-10%	-2%	17%	-13%	1%
Cc1onc(-c2c(Cl)cccc2Cl)c1C(=O)NCCc1ccncc1	7%	2%	-1%	9	-3	x	0%	2%	-6%	0%	-4%
Cc1ccc(-c2ccc(/C=N/N=C3/NC(=O)C(CC(=O)O)S3)o2)c([N+](=O)[O-])c1 (stereo not given)	8%	u	0%	17	-9	-6	-2%	2%	u	-1%	9%
COc1cc2c(cc1OC)CN(C(=O)C1CCCN1S(=O)(=O)c1ccc(C)cc1)CC2 (stereo not given)	0%	-1%	-2%	-3	25	1	-1%	1%	0%	-6%	-2%
COc1ccc(CN(CC(=O)NC2CCCC2)C(=O)c2onc(C(N)=O)c2N)cc1	u	8%	2%	-16	6	2	6%	7%	2%	-5%	-1%
COc1cc(NC(=O)C2CSC3(C)CCC(=O)N23)c(OC)cc1Cl (stereo not given)	x	-1%	-2%	10	-13	x	-2%	10%	-4%	3%	x
O=C1OCc2ccc(NS(=O)(=O)c3ccc(C(F)(F)F)cc3)cc21	23%	4%	-3%	-40	u	3	-1%	-4%	3%	-3%	0%
COc1cc(OC)c(C(=O)OCC(=O)NCCc2ccccc2)cc1OC	-8%	-4%	-4%	-12	-29	0	1%	-1%	-3%	-1%	-3%
O=C(NCc1ccncc1)c1ccc(Br)o1	1%	5%	-5%	18	0	2	6%	x	-3%	16%	4%
Cc1nn(CC(=O)N2CCc3ccccc3C2)c(C)c1Cl	-19%	2%	1%	-4	-4	x	0%	0%	0%	4%	2%
CCOc1ccccc1C(=O)NCC(=O)NNC(=O)c1cccc(S(=O)(=O)Nc2ccc(OC)cc2)c1	x	-20%	3%	3	-8	x	-5%	-99%	-3%	-1%	x
CC(=O)c1c(C)[nH]c(C(=O)Nc2cccc(C(F)(F)F)c2)c1C	u	u	16%	3	21	-3	14%	x	-1%	1%	-2%
COc1ccc(C(=O)Nc2cnn(Cc3ccc(Cl)cc3)c2)cc1OC	21%	-8%	-5%	-5	-5	-1	2%	-1%	-24%	5%	-5%
O=C(CSc1oc(-c2cccs2)nc1S(=O)(=O)c1ccccc1)NC1CCCCC1	u	2%	2%	10	-5	2	-6%	x	-3%	-4%	-6%
CCCn1c(SCC(=O)Nc2ccc(Cl)cc2F)nc(O)cc1=O	x	x	x	0	2	x	x	-4%	1%	1%	x
Cc1ccc2cccc(Oc3ncnc4scc(-c5ccc(Cl)cc5)c34)c2n1	-24%	6%	-3%	2	-12	-5	-2%	6%	0%	-4%	-1%
Cc1[nH]c2ccccc2c1C(c1ccccn1)N1CCCC1 (stereo not given)	-26%	-2%	-1%	1	2	2	-4%	-1%	-4%	-2%	-2%
CN1C(=O)C(C)(C)c2cc(S(=O)(=O)N3CCCC3C(=O)NCc3ccc(F)cc3)ccc21 (stereo not given)	0%	6%	0%	-12	3	4	2%	4%	0%	0%	-2%
O=C(Cn1nnc(-c2ccc3c(c2)OCO3)n1)NCc1ccco1	24%	1%	10%	3	17	4	21%	0%	-6%	7%	u
COc1ccccc1NC(=O)Cn1c(=O)n(-c2ccccc2)c(=O)c2oc3ccccc3c21	1%	2%	1%	-6	-3	0	-3%	8%	1%	12%	-6%
CC(C)(C)c1ccc(-c2csc(NC(=O)CN3C(=O)NC4(CCCCC4)C3=O)n2)cc1	-19%	u	0%	-20	19	0	-6%	-10%	2%	u	-12%
O=C(Nc1ccc(O)c2c(=O)cc(-c3ccccc3Cl)oc12)c1ccc(Cl)cc1Cl	2%&-19%	-1%	-12%	-7	13&12	5&5	-2%	6%	0%	0%	-5%&1%
Cc1cc(C)c2cc(C#N)c(NCCCNC(=O)CCC(=O)O)nc2c1	-15%	-2%	-25%	8	1	1	-1%	2%	-1%	-2%	2%
O=[N+]([O-])c1cc(S(=O)(=O)O)cc([N+](=O)[O-])c1NN(c1ccccc1)c1ccccc1	-23%	5%	-5%	10	-10	11	-2%	-2%	u	-3%	-10%
CC(=O)N(Cc1ccccc1)c1nc(-c2ccccc2)cs1	30%	-5%	-4%	-12	-10	0	2%	-5%	-6%	0%	0%
C/C(=N\NC(=O)c1nn(C)c(C)c1Br)c1ccc(NC(=O)c2ccc(C)s2)cc1	-21%	-9%	25%	6	-18	-1	u	1%	-19%	u	-14%
Cc1ccnc(NC(=O)c2sc3ccccc3c2Cl)c1	0.28µM*	0.12µM*	0.1µM*	1	-80*	5	0.32µM*	-3%	-2%	0.92µM*	1.4µM*
CC(C)NC(=O)Nc1ccc2c(c1)C(=O)N([C@H](C)CO)C[C@H](C)[C@@H](CN(C)S(C)(=O)=O)O2	x	x	x	14	-20	x	x	7%	6%	1%	x
COc1ccc(N2CCN(C(=O)c3cccs3)CC2)cc1	x	-2%	10%	0	-7	2	23%	11%	5%	7%	x
Cn1nc(C(F)(F)F)c(C(=O)Nc2ccc(F)cc2F)c1Sc1cccc(C(F)(F)F)c1	-6%	1%	-1%	-6	-20	0	5%	3%	-2%	-9%	3%
COc1ccc(CNC(=O)C2CCCN(S(=O)(=O)c3cnc[nH]3)C2)cc1 (stereo not given)	-11%	-6%	5%	15	-15	3	0%	14%	-1%	-6%	0%
CN(C)Cc1nc2ccccc2c(=O)n1Cc1nc(C(C)(C)C)cs1	-33%	0%	25%	1	-7	0	0%	12%	-4%	-4%	15%

Source: PubChem BioAssay

An unsorted share of the library; 14% or so of the library scored in one or more.
